Compound activity: PubChem, University of Kansas High Throughput Screening Laboratory
Pf apPOL inh: Pf-apPOL DNA polymerase inhibition; Recombinant Pf-apPOL, molecular beacon fluorescence, 1.5 h; inhibition, % at 10 µM; hit rate 0.25% among 210,000; AID 1794808
mHTT CaM bind: mHTT-calmodulin interaction abrogation; P42858; AlphaScreen His-mHTT/GST-CaM binding, luminescence; inhibition, % at 15 µM; hit rate 3.6% among 190,000;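 further: 0% = both proteins with DMSO and 100% = one protein alone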
Target sequence (P42858 whole entry, looked up, stated change not applied): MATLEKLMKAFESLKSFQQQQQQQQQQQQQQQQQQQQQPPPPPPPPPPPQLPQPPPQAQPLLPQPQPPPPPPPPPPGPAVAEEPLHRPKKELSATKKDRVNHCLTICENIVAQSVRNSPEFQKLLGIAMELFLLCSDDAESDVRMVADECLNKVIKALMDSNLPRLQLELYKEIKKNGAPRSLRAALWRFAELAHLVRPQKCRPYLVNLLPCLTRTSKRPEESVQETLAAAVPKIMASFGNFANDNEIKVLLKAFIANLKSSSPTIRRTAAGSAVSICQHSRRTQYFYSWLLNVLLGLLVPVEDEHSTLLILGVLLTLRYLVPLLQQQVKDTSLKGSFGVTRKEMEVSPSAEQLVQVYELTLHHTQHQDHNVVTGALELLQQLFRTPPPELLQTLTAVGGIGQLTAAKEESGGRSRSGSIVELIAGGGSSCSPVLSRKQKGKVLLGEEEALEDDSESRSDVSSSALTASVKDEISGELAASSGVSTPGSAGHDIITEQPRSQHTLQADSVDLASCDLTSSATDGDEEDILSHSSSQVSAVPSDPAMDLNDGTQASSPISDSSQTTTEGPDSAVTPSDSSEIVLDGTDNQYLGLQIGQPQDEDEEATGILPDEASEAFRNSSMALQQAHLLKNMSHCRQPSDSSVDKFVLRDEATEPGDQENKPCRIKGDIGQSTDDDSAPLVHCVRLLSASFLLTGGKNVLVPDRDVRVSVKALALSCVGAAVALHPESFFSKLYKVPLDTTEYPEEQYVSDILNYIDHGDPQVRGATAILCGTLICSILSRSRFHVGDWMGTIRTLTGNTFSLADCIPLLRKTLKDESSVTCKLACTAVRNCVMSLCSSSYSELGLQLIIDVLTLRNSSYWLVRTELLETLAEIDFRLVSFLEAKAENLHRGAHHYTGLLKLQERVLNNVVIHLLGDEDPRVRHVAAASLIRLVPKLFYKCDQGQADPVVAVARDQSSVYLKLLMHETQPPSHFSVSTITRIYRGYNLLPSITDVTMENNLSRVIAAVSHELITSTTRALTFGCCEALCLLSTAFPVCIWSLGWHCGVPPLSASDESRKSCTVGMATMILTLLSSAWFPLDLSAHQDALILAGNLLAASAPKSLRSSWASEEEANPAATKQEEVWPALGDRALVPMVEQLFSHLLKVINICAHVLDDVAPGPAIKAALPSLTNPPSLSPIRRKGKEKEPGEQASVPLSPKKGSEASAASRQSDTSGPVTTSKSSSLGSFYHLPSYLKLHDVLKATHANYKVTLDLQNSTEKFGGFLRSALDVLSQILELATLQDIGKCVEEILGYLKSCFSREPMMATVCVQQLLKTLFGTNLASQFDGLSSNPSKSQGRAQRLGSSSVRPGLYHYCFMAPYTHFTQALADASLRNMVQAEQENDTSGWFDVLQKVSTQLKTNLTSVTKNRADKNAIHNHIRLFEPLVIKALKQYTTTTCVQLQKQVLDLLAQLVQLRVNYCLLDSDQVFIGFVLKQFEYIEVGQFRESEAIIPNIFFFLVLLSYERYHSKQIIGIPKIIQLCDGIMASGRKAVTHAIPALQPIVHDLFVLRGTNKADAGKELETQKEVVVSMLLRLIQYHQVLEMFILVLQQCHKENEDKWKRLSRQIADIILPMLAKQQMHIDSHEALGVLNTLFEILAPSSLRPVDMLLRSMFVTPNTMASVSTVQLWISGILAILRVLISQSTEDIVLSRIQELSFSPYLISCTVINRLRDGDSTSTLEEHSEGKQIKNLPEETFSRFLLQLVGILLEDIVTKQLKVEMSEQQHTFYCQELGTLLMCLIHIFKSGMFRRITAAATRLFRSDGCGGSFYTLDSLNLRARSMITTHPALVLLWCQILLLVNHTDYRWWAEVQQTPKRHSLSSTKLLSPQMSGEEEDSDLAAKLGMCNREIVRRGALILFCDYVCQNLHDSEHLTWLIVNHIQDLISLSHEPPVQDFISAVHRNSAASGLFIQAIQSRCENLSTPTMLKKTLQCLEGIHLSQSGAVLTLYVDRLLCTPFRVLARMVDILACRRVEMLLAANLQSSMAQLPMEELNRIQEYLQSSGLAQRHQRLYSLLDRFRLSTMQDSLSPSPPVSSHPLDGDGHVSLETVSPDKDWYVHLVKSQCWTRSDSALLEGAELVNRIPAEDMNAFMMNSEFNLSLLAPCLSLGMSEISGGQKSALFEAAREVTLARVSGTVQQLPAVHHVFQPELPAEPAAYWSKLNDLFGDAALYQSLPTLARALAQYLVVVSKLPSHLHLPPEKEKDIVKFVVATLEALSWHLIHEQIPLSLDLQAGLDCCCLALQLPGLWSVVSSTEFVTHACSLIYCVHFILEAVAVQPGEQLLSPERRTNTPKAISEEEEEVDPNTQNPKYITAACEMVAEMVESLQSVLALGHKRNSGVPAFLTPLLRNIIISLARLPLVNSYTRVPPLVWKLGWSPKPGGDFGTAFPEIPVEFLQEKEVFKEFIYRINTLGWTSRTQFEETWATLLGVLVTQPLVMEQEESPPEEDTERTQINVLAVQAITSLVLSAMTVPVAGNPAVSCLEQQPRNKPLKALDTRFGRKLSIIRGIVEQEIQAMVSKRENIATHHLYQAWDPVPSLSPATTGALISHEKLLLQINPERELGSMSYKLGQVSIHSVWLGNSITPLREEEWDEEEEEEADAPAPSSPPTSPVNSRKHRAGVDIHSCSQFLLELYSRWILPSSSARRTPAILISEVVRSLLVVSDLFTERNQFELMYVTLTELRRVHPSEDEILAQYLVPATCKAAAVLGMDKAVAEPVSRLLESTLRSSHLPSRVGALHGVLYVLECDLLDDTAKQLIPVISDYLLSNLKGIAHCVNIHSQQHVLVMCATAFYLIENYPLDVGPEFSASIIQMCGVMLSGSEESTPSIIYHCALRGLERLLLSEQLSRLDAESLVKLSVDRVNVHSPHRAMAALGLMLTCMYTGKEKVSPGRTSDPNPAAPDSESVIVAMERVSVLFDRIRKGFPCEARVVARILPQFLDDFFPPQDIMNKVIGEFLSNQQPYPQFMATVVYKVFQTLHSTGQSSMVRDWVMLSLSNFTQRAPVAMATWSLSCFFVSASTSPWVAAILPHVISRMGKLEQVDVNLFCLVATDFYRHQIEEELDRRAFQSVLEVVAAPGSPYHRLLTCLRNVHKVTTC
* marks the source's active call; other numbers are inactive results; x = no result given; & = joins results of further samples. No stated cut-off is given here; in the data, active means inhibition above about 50%; inactive means the rest. The order is random, and some 3.5% of all compounds hit somewhere here.

SMILES	Pf apPOL inh	mHTT CaM bind
COC(CNC(=O)c1cc(Sc2ccc(C)cc2)nc2ccccc12)OC	-1.7	8.0
O=S(=O)(Nc1ccc(Cn2cncn2)cc1)c1ccc(F)cc1F	1.0	-5.0
Cc1ccc(NC(=O)Cn2c(C(C)C)nc3c(c2=O)CN(Cc2ccccc2)CC3)c(F)c1	-2.2	-0.8
Cc1ccc(S(=O)(=O)N2CCC(c3noc(-c4ccc(Cl)cc4)n3)CC2)cc1	-4.9	-5.3
FC(F)(F)c1cc(N2CCCCCCC2)c2c(Cl)cc(Cl)cc2n1	5.5&-2.1	x
COc1c(C(=O)NC2CC2)sc2ccc(Cl)cc12	-8.5	2.0
Cc1c(Cl)cccc1NS(=O)(=O)c1ccccc1[N+](=O)[O-]	0.5	7.1
Cc1cccn2c(=O)c3cc(C(=O)NC(C)c4ccccc4)c(=N)n(C4CCCCC4)c3nc12 (centres undefined)	-0.1	54.0*
COc1ccc(C)cc1NC(=O)CN(c1cccc([N+](=O)[O-])c1)S(C)(=O)=O	-0.5	9.5
Cc1cc(OCC(=O)Nc2cc(-c3nc4ncccc4o3)ccc2C)ccc1Cl	-10.6	-3.0
O=C(CN1CCC2(CC1)N=C(c1ccc(Cl)cc1)C(=O)N2)Nc1ccc(F)c(F)c1	-2.6	-3.5
CC(O)(CNC(=O)c1cccc(C(F)(F)F)c1)c1ccccc1 (centres undefined)	-2.1	-17.0
Cc1nc(-n2cccc2)sc1C(=O)NCCOc1ccc2nnc(-c3ccccc3)n2n1	-2.2	1.3
COc1cc(C(=O)NCc2c(C)cc(C)nc2SC)cc(OC)c1OC	-7.4	3.0
CN1CCc2c(sc3c2C(=O)NC(c2ccc(COc4ccc(Cl)c(Cl)c4)o2)N3)C1 (centres undefined)	-9.6	81.0*
O=C(NCCc1cccc(Cl)c1)c1ccc([N+](=O)[O-])cc1Cl	1.0	6.2
COc1ccc(C2=NC(C)(C)N(CC(=O)Nc3ccc(F)cc3)C2=O)cc1	-7.9	2.4
Cc1ccc(-n2[nH]c(=O)c(C=c3c(C)c(C#N)c4nc5ccccc5n4c3=O)c2O)cc1C	-4.7	46.0
Cc1cnc(C(=O)NCc2cccs2)cn1	-2.4	-14.3
O=S(=O)(c1ccc(Cl)cc1)N1CCSCC1	4.5&-0.4	x
COCCn1cc2c3c(cccc31)CN(C(=O)c1ccccc1Cl)CC2	0.8	26.7
CC(=O)N(Cc1nn(C)c2c1CN(S(=O)(=O)c1cccc(F)c1)CC2)c1ccccc1	-1.0	9.1
O=C(Nc1nnc(-c2ccc3c(c2)OCO3)s1)c1ccc2c(c1)OCO2	-2.1	-1.0
O=C(Nc1cc(C(F)(F)F)ccc1Cl)c1cc([N+](=O)[O-])ccc1Cl	4.7	-2.0
COc1cccc(/C=C(\C#N)c2nn(CCO)c(N)c2C#N)c1OC	-3.2	1.5

A second format for 3 compounds above:
Each structure is followed by: Pf apPOL inh | mHTT CaM bind
> Cc1cnc(C(=O)NCc2cccs2)cn1
    -2.4 | -14.3
> COc1cc(C(=O)NCc2c(C)cc(C)nc2SC)cc(OC)c1OC
    -7.4 | 3.0
> O=C(NCCc1cccc(Cl)c1)c1ccc([N+](=O)[O-])cc1Cl
    1.0 | 6.2

Fetched by compound from the list above:
SMILES	Pf apPOL inh	mHTT CaM bind
COc1ccc(C2=NC(C)(C)N(CC(=O)Nc3ccc(F)cc3)C2=O)cc1	-7.9	2.4
COCCn1cc2c3c(cccc31)CN(C(=O)c1ccccc1Cl)CC2	0.8	26.7
CC(O)(CNC(=O)c1cccc(C(F)(F)F)c1)c1ccccc1 (centres undefined)	-2.1	-17.0
Cc1ccc(NC(=O)Cn2c(C(C)C)nc3c(c2=O)CN(Cc2ccccc2)CC3)c(F)c1	-2.2	-0.8
Cc1nc(-n2cccc2)sc1C(=O)NCCOc1ccc2nnc(-c3ccccc3)n2n1	-2.2	1.3
CC(=O)N(Cc1nn(C)c2c1CN(S(=O)(=O)c1cccc(F)c1)CC2)c1ccccc1	-1.0	9.1
Cc1ccc(S(=O)(=O)N2CCC(c3noc(-c4ccc(Cl)cc4)n3)CC2)cc1	-4.9	-5.3

A portion of the results above:
SMILES	Pf apPOL inh	mHTT CaM bind
COCCn1cc2c3c(cccc31)CN(C(=O)c1ccccc1Cl)CC2	0.8	26.7
CC(=O)N(Cc1nn(C)c2c1CN(S(=O)(=O)c1cccc(F)c1)CC2)c1ccccc1	-1.0	9.1

More entries follow:
SMILES	Pf apPOL inh	mHTT CaM bind
CCN(CC)C(=O)c1c(F)cccc1F	1.6	-7.6
Cc1ccc(-n2cc(C3CCN(C(=O)Cc4cccs4)CC3)cn2)cc1	-7.7	10.6
O=[N+]([O-])c1ccccc1S(=O)(=O)NC12CC3CC(CC(C3)C1)C2	-0.8	11.5
Oc1ccc(O)cc1	-9.9	x
Cc1onc(-c2ccccc2)c1C1=N/C(=C\c2cccc(Cl)c2)C(=O)O1	-8.4	5.0
CCN1CCN(CCCNC(=O)C2CCN(c3ccc(N4CCCCC4)nn3)CC2)CC1	-1.8	16.9
O=C(O)Cc1c(C(=O)O)nc2ccccc2c1C(=O)O	-1.8&-1.2	1.0&-0.1
COc1cc2cc(C(=O)Nc3ccccc3)c(N)nc2cc1OC	-8.5	3.6
Cc1nnc(NC2CCCCC2)n(C)c1=O	-40.4	-0.7
Oc1ccccc1-c1nc(NCC2CCOC2)c2ccccc2n1 (centres undefined)	-1.9	-15.1
CN(Cc1ccccc1)C(=O)C1CCN(c2cnn(Cc3ccccc3)c(=O)c2)CC1	-16.6	17.2
CSc1ncc(OCc2ccccc2)c(=O)[nH]1	-6.8	x
CN(CC(=O)NCc1cccnc1)S(=O)(=O)c1ccc(Br)cc1	-3.3	0.5
COc1ccc(CNC(=O)C2CCN(S(=O)(=O)N3CCC(C)CC3)CC2)c(OC)c1	-11.2	11.0
CCn1cnnc1C1CCCN(C(=O)Cc2ccc(F)cc2)C1 (centres undefined)	6.7	-0.5
O=C(Cc1cccc(F)c1)N1CCCC(c2ccnc(Nc3ccccc3)n2)C1 (centres undefined)	0.4	90.4*
Cc1ccc(N2C(=O)C3C4C=CC(O4)C3C2=O)cc1[N+](=O)[O-] (centres undefined)	1.2	-1.0
CCOc1ccccc1NC(=O)C(N)=O	-13.0	-0.5
CCNc1cc(N2CCC(CCC(=O)NCCc3cccnc3)CC2)ncn1	2.2	0.9
N#Cc1cc(Cc2ccc3c(ccc4ccccc43)c2C#N)cc2c1ccc1ccccc12	-19.0	x
Cc1ccc(N2C=C(C#N)S(=O)(=O)c3cc(F)ccc32)c(C)c1	1.8	-9.8
Cc1ccc(N2C(=O)c3cccnc3C2CC(=O)N2CCCCCC2)cc1 (centres undefined)	-5.2	-5.0
COCc1[nH]nc2c1C(c1ccc(C(C)C)cc1)C(C#N)=C(N)O2 (centres undefined)	-3.2	3.0
CC(=O)N1CCn2c3c(c4cc(C)ccc42)CCCC31 (centres undefined)	-4.2	30.8
Cc1cccc(S(=O)(=O)N2CC3CN(C(=O)NC4CCCC4)CC(C2)O3)c1	-7.5	-8.7

Next part, starting with the last six of the part before.
SMILES	Pf apPOL inh	mHTT CaM bind
N#Cc1cc(Cc2ccc3c(ccc4ccccc43)c2C#N)cc2c1ccc1ccccc12	-19.0	x
Cc1ccc(N2C=C(C#N)S(=O)(=O)c3cc(F)ccc32)c(C)c1	1.8	-9.8
Cc1ccc(N2C(=O)c3cccnc3C2CC(=O)N2CCCCCC2)cc1 (centres undefined)	-5.2	-5.0
COCc1[nH]nc2c1C(c1ccc(C(C)C)cc1)C(C#N)=C(N)O2 (centres undefined)	-3.2	3.0
CC(=O)N1CCn2c3c(c4cc(C)ccc42)CCCC31 (centres undefined)	-4.2	30.8
Cc1cccc(S(=O)(=O)N2CC3CN(C(=O)NC4CCCC4)CC(C2)O3)c1	-7.5	-8.7
Cc1cc(Cl)ccc1NC(=O)C12CCC(C)(C(=O)C1=O)C2(C)C (centres undefined)	-4.5	-4.3
O=C(Nc1ccc(F)c(Cl)c1)c1ccc(Br)o1	0.1	-12.3
COc1ccc(NC(=O)N2CC(c3noc(-c4ccccc4)n3)C2)c(C)c1	1.6	2.6
Nc1nc(=O)n(C2OC(CO)C(O)C2O)cc1Br (centres undefined)	-1.4	1.0
CC1(C)CC(=O)C2=C(C1)Nc1ccccc1NC2c1cccc(Cl)c1Cl (centres undefined)	-3.1	18.0
CSc1ccc(NC(=O)NCc2cccnc2)cc1	-9.7&-9.1	x
CCc1ccc(NC(=O)CN2C(=O)C3CCCN3C(=O)c3ccc(F)cc32)cc1 (centres undefined)	-9.7	16.3
COc1ccccc1NC(=O)c1cc(S(=O)(=O)N2CC(C)CC(C)C2)ccc1F (centres undefined)	-1.8	-3.0
CCOC(=O)Cc1csc(NC(=O)c2cc3cc([N+](=O)[O-])ccc3s2)n1	2.4	0.1
Cc1nc(-c2ccccc2)sc1C(=O)N1CCC(C(C)C(=O)N2CCOCC2)CC1 (centres undefined)	-8.3	0.9
COc1cc(C2Nc3ccccc3-c3nnc(SC)nc3O2)cc(OC)c1OC (centres undefined)	0.1	-3.0
COCCn1c(C2CCN(C(=O)Nc3ccc(Cl)cc3C)C2)nc2ccncc21 (centres undefined)	-3.0	2.5
Cc1c(-c2csc(-c3ccc(Oc4ccc(C(F)(F)F)cn4)cc3)n2)sc2ccccc12	11.9	x
Cc1ccccc1C1(c2ccccc2C)SC(=S)c2ccccc21	x	3.3
CNCC(=O)NC1(C(=O)OC)CCCC1	-2.6	-2.2
C=C1SC(=Nc2cccc(OC)c2)N(C(=O)c2c(-c3ccccc3Cl)noc2C)C1(C)C	0.4	x
O=C1Nc2cc(C(=O)O)ccc2S/C1=C\c1ccc(Cl)cc1	28.8	8.0
COc1cccc(C2C(C(=O)c3ccc(C)o3)=C(O)C(=O)N2CCN2CCOCC2)c1OC (centres undefined)	-6.6	1.8
c1nc(N2CCCCCC2)c2c3c(sc2n1)CCCC3	-2.6	-3.0
CCC1=NN(C(=O)Cc2ccccc2)C(O)(c2ccc(Br)cc2)C1 (centres undefined)	-2.7	38.0
Fc1ccc(CN2CCc3nc(Nc4ccc5c(c4)OCCO5)ncc3C2)cc1F	-3.3	52.9*
Cc1ccc(NC(=O)c2sc3ccccc3c2Cl)cc1[N+](=O)[O-]	-11.9	4.3
O=C(Nc1ccc(F)cc1)C1CC(=O)N(C2CCCCC2)C1 (centres undefined)	-6.1	-1.3
COc1cccc(C(=O)NCCS(=O)(=O)NCc2c(F)cccc2F)c1	-3.6	-9.5
COc1ccc(CNc2ccccc2)cc1C	-1.8	8.0
SMILES	Pf apPOL inh	mHTT CaM bind
COc1ccc(C(=O)Nc2ccc(-c3nc4cc(C)ccc4o3)c(O)c2)cc1Cl	-8.6	0.0
CC(C)c1cc(C2CCCN2C(=O)Nc2ccccc2)no1 (centres undefined)	-1.9	-2.5
COc1cc(Cl)ccc1C(=O)N1CCc2nc[nH]c2C1	-5.8	13.6
O=C(Cc1cccs1)NC1CCN(c2ccccc2C(=O)N2CCCCC2)CC1	-4.3	0.4
O=C1CCN(Cc2ccccc2)S(=O)(=O)c2c(F)cc(F)cc21	-4.3	-11.6
Cc1ccc(NC(=O)CN2CCc3ccccc3C2C(=O)N2CCCC2)cc1C (centres undefined)	-1.0	21.2
COc1ccc(S(=O)(=O)N2CCCC2C(=O)NCc2csc(C)n2)cc1OC (centres undefined)	-3.9	-5.0
O=[N+]([O-])c1ccc(CNC2CCCC2)cc1	-9.8	-1.9
Cc1oc2c(F)c(F)c(F)c(F)c2c1C(=O)ONC(N)c1ccc(OS(=O)(=O)N(C)C)cc1 (centres undefined)	0.9	x
CC(=O)c1ccc(C#Cc2ccccc2)cc1	-20.3	x
Cc1ccc2nc(NC(=O)CN3CCc4nc(NC(=O)C5CC5)sc4C3)sc2c1	-3.3	40.1
O=c1/c(=C/c2ccco2)sc2nc(-c3ccc(Br)cc3)nn12	1.9	-3.0
CC1=C(C(=O)Nc2ccccc2C)C(c2ccc(Cl)cc2Cl)NC(=O)N1 (centres undefined)	3.4&23.8	-20.0&-1.0
COC(=O)CSCC1=CS(=O)(=O)c2ccc(Cl)cc21	-13.6	x
CC(C)c1[nH]nc2c1C(c1cn[nH]c1-c1ccc(F)cc1)C(C#N)=C(N)O2 (centres undefined)	1.4	12.0
O=c1n(Cc2nc(-c3ccc(Br)cc3)no2)nc2ccc(-c3ccccc3)nn12	-4.6	-14.8
Cc1ccc(C2=N/C(=C\C=C\c3ccccc3)C(=O)O2)cc1C	-0.6	8.0
Cc1cccc(OCc2nnc(SCC(=O)NC3CCCCC3)o2)c1	-4.5	-0.6
COc1ccc(CC(=O)Nc2cccc(F)c2C)cc1	-2.3	-2.9
COc1ccc2nc(C=CC(=O)c3cccc(O)c3)ccc2c1	-9.1	18.6
CCN1C(=O)S/C(=C\c2cc3c(cc2Cl)OCO3)C1=O	-2.9	3.0
CCn1c(SCc2nc3ccccc3c(=O)[nH]2)nnc1-c1ccccc1	-12.3	-4.7
